EBNA-1 inh: EBNA-1 DNA-binding inhibitors, primary screen, biochemical, fluorescence polarization; inhibition, % at 14.8 µM; 300,000 compounds, 0.34% hits; AID 1950, 2009; in the data active means inhibition above about 28%
pPAFAH FP inh: pPAFAH enzyme inhibitors, primary screen, biochemical, fluorescence polarization, human; inhibition, % at 3.39 µM; Platelet-activating factor acetylhydrolase (Homo sapiens), Q13093; 330,000 compounds, 1.5% hits; recombinant pPAFAH, FP-rhodamine probe fluorescence polarization;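 active means inhibition above the mean inhibition across the screen plus 3 SD, cut at about 25% in these data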;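 further: inhibitors block binding of the rhodamine activity-based probe so polarization drops; 0% = enzyme with DMSO and 100% = wells lacking pPAFAH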
Target sequence (Q13093 whole entry, looked up): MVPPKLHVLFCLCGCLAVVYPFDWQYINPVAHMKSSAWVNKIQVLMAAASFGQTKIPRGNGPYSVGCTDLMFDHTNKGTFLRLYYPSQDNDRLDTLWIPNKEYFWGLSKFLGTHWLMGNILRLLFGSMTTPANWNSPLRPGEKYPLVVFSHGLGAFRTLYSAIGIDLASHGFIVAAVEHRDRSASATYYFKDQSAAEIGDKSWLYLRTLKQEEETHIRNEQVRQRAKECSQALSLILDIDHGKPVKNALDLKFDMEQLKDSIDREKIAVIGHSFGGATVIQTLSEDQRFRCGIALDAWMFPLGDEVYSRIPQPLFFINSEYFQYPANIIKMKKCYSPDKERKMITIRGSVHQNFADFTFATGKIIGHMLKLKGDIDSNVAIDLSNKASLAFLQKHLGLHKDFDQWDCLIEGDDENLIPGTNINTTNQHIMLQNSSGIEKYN
PREPL inhibitor: PREPL enzyme inhibitors, primary screen, biochemical, fluorescence polarization; Prolyl endopeptidase-like (Homo sapiens), Q4J6C6; recombinant PREPL, fluorescence polarization activity-based probe; inhibition, % at 5.96 µM; 320,000 compounds, 0.68% hits; AID 2751, 2010; in the data active means inhibition above about 43%;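 further: 0% = enzyme with DMSO and 100% = wells lacking enzyme; many of its hits are not listed in these tables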
PAFAH1B3 inh: PAFAH1B3 enzyme inhibitors, primary screen, biochemical, fluorescence polarization, human; recombinant PAFAH1B3, FP-rhodamine probe; inhibition, % at 3.39 µM; 340,000 compounds, 0.28% hits;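 active means inhibition above the screen-wide average of all tested compounds plus 3 SD, cut at about 25% in these data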;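 further: 0% = enzyme with DMSO only and 100% = wells lacking PAFAH1B3 protein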
Target sequence (Q15102 whole entry, looked up): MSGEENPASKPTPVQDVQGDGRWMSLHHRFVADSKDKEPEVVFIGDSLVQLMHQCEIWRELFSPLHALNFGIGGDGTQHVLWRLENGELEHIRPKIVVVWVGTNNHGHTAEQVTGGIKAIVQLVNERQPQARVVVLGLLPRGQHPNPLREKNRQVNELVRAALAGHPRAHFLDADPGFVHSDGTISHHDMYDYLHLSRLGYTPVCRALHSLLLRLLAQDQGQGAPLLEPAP
PAFAH1B2 FP inh: PAFAH1B2 enzyme inhibitors, primary screen, biochemical, fluorescence polarization, human. recombinant PAFAH1B2, FP-rhodamine activity probe. inhibition, % at 3.39 µM. 340,000 compounds, 1.2% hits;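 active means inhibition above the mean of all tested compounds plus 3 SD, cut at about 24% in these data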;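 further: 0% = enzyme with DMSO and 100% = wells lacking PAFAH1B2; many of its hits are not listed in these tables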
LYPLA1 inh: LYPLA1 inhibitors, primary screen, counter-screen for PME1 inhibitor project, biochemical, fluorescence polarization, FP-Rh probe ABPP | inhibition, % at 5.9 µM | Acyl-protein thioesterase 1 (Homo sapiens), O75608 | recombinant LYPLA1 | 320,000 compounds, 0.16% hits | AID 2174, 2009;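 active means inhibition above the mean of all tested compounds plus 3 SD, set per campaign, cut at about 14% in these data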;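 further: inhibitors block serine hydrolase probe labeling of LYPLA1 so polarization falls; 0% = enzyme with DMSO and 100% = wells lacking LYPLA1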
LYPLA2 counter: LYPLA2 inhibitors, primary screen, counter-screen for PME1 inhibitor project, biochemical, fluorescence polarization, FP-Rh probe ABPP; Acyl-protein thioesterase 2 (Homo sapiens), O95372; recombinant LYPLA2; inhibition, % at 5.9 µM; 320,000 compounds, 0.38% hits; AID 2177, 2009;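 active means inhibition above the screen-wide mean plus 3 SD, limit set per campaign, cut at about 26% in these data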;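 further: 0% = LYPLA2 with DMSO and 100% = wells lacking LYPLA2 enzyme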
PAFAH2 inh: PAFAH2 enzyme inhibitors, primary screen, biochemical, fluorescence polarization, human | recombinant PAFAH2, FP-rhodamine activity probe | 340,000 compounds, 0.99% hits | inhibition, % at 3.39 µM;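 active means inhibition above the mean over all tested compounds plus 3 SD, cut at about 30% in these data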;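 further: inhibitors block probe labeling of enzyme so polarization drops; 0% = enzyme with DMSO and 100% = wells lacking PAFAH2 protein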
ZTA DNA inh: ZTA (EBV) inhibition in EBNA-1 counter-screen; P03206; ZTA-DNA binding, fluorescence polarization; inhibition, % at 11 µM; 320,000 compounds, 0.15% hits; AID 2234; in the data active means inhibition above about 33%
Target sequence (P03206 whole entry, looked up): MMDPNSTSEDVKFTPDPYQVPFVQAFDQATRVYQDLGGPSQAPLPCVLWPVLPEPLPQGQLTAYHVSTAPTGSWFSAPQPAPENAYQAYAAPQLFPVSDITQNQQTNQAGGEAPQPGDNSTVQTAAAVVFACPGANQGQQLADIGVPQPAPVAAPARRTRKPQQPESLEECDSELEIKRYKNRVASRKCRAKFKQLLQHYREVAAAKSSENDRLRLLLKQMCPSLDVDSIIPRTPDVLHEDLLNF
* = called active by the depositor; · = no result given.

No.	compound	PAFAH1B2 FP inh	ZTA DNA inh	PREPL inhibitor	LYPLA1 inh	PAFAH1B3 inh	LYPLA2 counter	EBNA-1 inh	PAFAH2 inh	pPAFAH FP inh
1	COC(=O)C1=CN(Cc2ccc(OC)cc2)C=C(C(=O)OC)C1c1ccc(O)c(OC)c1	4	-16	17	2	-8	8	29*	3	3
2	Cc1cc(NC(=O)C(C)Sc2nc(-c3ccccc3)cc(=O)[nH]2)no1 (stereo unspecified)	1	-2	-2	0	2	-4	-13	7	2
3	CCOC(=O)/C(C#N)=C/c1cc(C)n(-c2ccc(C)cc2)c1C	-1	-4	2	-1	6	-1	-7	-5	26*
4	COc1nc(N)nc(CC(=O)C2CC2)n1	1	5	13	-1	12	3	6	1	3
5	CC(=O)N1CCc2cc(Br)cc(S(=O)(=O)N3CCCCCC3)c21	2	-13	5	0	10	4	3	18	3
6	O=C(NCc1ccc(Cl)cc1)C(=O)c1c[nH]c2ccccc12	5	-4	-13	-10	-1	-9	17	-12	1
7	COc1nc(OC)nc(N2CCC(C(=O)Nc3cccc4c3CCCC4)CC2)n1	0	1	1	-6	2	5	-2	-5	5
8	O=C(CCNS(=O)(=O)c1ccc(Br)cc1)NCc1ccco1	10	5	6	4	-1	3	-4	2	1
9	Cc1ccc(Sc2ccc(N)cn2)cc1	·	-10	26	5	·	3	-11	·	3
10	CCOc1cc(C2C(C(=O)OC)=C(C)N=C3SC(C)C(=O)N32)ccc1OC(C)=O (stereo unspecified)	5	1	4	0	-1	5	-7	1	-1
11	CCC(C)C1NC(=S)N(C2CCCCC2)C1=O (stereo unspecified)	10	-10	2	3	6	5	4	-2	-1
12	O=C(NC1CCCCC1)c1ccc(COCC(F)(F)F)o1	5	5	5	-1	1	0	-10	5	-1
13	Cc1nc2c(S(=O)(=O)c3ccccc3)cnn2c(C)c1C	3	9	6	0	5	4	4	3	10
14	S=C(c1ccc(-c2ccccc2)o1)N1CCCCC1	0	15	14	-6	-5	-2	-7	1	0
15	Cn1c(N)c(C(=O)COC(=O)/C=C/c2ccccc2Cl)c(=O)n(C)c1=O	-1	-3	34	-7	2	0	·	-3	-1
16	C=CCn1c(Oc2ccccc2F)nc2c1c(=O)n(C)c(=O)n2C	5	3	-5	-1	8	3	9	-1	4
17	CC(C)N(C(=O)[C@H]1CC(CC(=O)NCCCn2ccnc2)C(=O)N2CCc3c([nH]c4ccccc34)[C@]12C)C(C)C (stereo partly specified)	1	·	18	·	7	·	·	8	7
18	Cc1ccc(N2CC(=O)N(NC(=O)c3sc4nc(C)cc(C)c4c3N)CC2=O)cc1	-1	1	0	0	0	-6	2	6	4
19	CN(C)C(=O)NC(Nc1ccc(Cl)cc1Cl)C(Cl)(Cl)Cl (stereo unspecified)	1	12	-1	0	4	0	9	9	42*
20	CC(=O)c1cn(-c2ccc(Cl)cc2)c(=O)n(Cc2ccc(F)cc2)c1=O	3	-8	0	2	3	-1	0	4	-4
21	CCOC(=O)c1cc(-c2ccccc2)n(CC(=O)Nc2cc(OC)cc(OC)c2)c1C	-3	1	10	-5	-3	-8	12	-16	9
22	CC(=O)c1cccc(OCc2cc(C(=O)N(C)Cc3cnccn3)no2)c1	-1	0	0	0	6	3	-2	7	4
23	Cc1ccc(C)c(-n2ccnc2SCC(=O)Nc2cccc(S(=O)(=O)NC3=NCCC3)c2)c1	4	-8	-3	1	6	1	·	0	2
24	COc1ccc(C)cc1NC(=O)CO/N=C(\N)CC(=O)Nc1ccccc1OC	6	-4	4	2	5	0	·	9	2
25	C=CCSc1nc2c(c(=N)n1CC=C)C1CCCC1S2 (stereo unspecified)	4	-6	7	4	2	5	11	5	4
26	CC1(C)CC(=O)C(C(c2ccccc2F)C2C(=O)CC(C)(C)CC2=O)C(=O)C1	3	-15	5	1	4	7	2	-5	2
27	N#C/C(=C\C=C\c1ccccc1)C(=O)Nc1ccccc1	5	-3	-4	-20	3	-29	3	-2	-1
28	Nc1ncnc2c1ncn2[C@@H]1O[C@H](CO)C[C@@H]1O	·	-10	2	-4	·	-8	-8	·	-6
29	O=C(CSc1nc(-c2ccco2)cc(C(F)(F)F)n1)NCCN1CCOCC1	4	9	-2	-2	-7	-6	-3	-8	-2
30	COc1ccc(S(=O)(=O)Nc2ccc3c(c2)C(=O)N([C@H](C)CO)C[C@H](C)[C@@H](CN(C)S(=O)(=O)c2cccs2)O3)cc1	26*	·	13	·	7	·	·	8	5

(cont.)
No.	compound	PAFAH1B2 FP inh	ZTA DNA inh	PREPL inhibitor	LYPLA1 inh	PAFAH1B3 inh	LYPLA2 counter	EBNA-1 inh	PAFAH2 inh	pPAFAH FP inh
31	O=C(CC1OCC2CCCN2C1=O)Nc1ccc([N+](=O)[O-])cc1 (stereo unspecified)	7	-2	-3	0	6	-2	-13	1	16
32	O=C1CC(=O)Nc2cc(S(=O)(=O)N3CCOc4ccccc43)ccc2N1	7	2	13	-1	-1	2	-12	6	-1
33	Cc1ccc([N+](=O)[O-])cc1NC(=O)C1CCCC1	2	11	8	1	9	-4	6	2	0
34	S=c1[nH]nc(COc2ccc(Cl)cc2)n1-c1ccc(Cl)cc1	10	-10	-29	-1	12	2	-1	12	7
35	Cc1cc(=O)oc2c(C)c(OC(C)C(=O)NCCCn3ccnc3)ccc12 (stereo unspecified)	1	-2	-1	-3	2	-4	4	1	4
36	CC1=CCC2C(=O)N(c3cccc(C(=O)Nc4ccccc4Cl)c3)C(=O)C2C1 (stereo unspecified)	2	-13	2	1	2	0	-10	2	-1
37	N=c1n(CCN2CCCC2)c2ccccc2n1CC(O)c1ccc(Cl)c(Cl)c1 (stereo unspecified)	-2	-5	40	-1	-5	2	2	-8	4
38	COc1ccc(-n2cnc3cc(NS(=O)(=O)c4ccc(C)cc4)ccc32)cc1	12	-2	-38	-6	4	-4	-11	0	-10
39	Cn1ccc(-c2ccccc2)n1	10	9	6	-1	2	0	-6	5	-3
40	CCC(C)NC(=O)c1cc2c(=O)[nH]c3ccc(C)cc3c2s1 (stereo unspecified)	0	7	13	-3	9	-6	-1	0	-1
41	N=C1/C(=C\c2ccc(SCc3ccco3)o2)C(=O)N=C2SC=NN12	-10	3	-80	-27	-34	-57	-6	1	0
42	O=[N+]([O-])c1ccc(COP(=O)(O)OCc2ccc([N+](=O)[O-])cc2)cc1	·	-4	10	-1	·	-1	-1	·	0
43	O=C(COc1ccccc1)Nc1ccc(Cl)cc1Cl	·	10	-14	0	·	-3	5	·	0
44	CC(NC1CCCC1)C(=O)Nc1ccccc1-c1ccccc1 (stereo unspecified)	1	6	6	2	8	-3	-14	-1	3
45	COc1ccc(C2=NOC(C(=O)Nc3c(C)n(C)n(-c4ccccc4)c3=O)C2)cc1OC (stereo unspecified)	-2	6	-2	-4	-3	-2	10	12	-4
46	CC(C)COc1nc2ccccc2nc1C(C#N)C(=O)NC1CCCCC1 (stereo unspecified)	2	-7	-7	-2	2	-6	6	-4	3
47	Fc1ccc(-c2nc3ccccc3[nH]2)cc1	-3	7	1	-6	3	-2	-3	-3	-3
48	COc1ccc(/C=N/Nc2nc(-c3ccc(C)cc3)c(NC(C)=O)s2)cc1	2	-4	10	0	12	2	-6	14	7
49	CCOC(=O)c1ccc(C(=O)OCC)nc1	-1	10	3	0	-5	-2	-9	1	-5
50	CCOC(=O)CN1C(=O)C(O)(CC(=O)c2cccc(OC)c2)c2ccccc21 (stereo unspecified)	3	-15	7	0	6	2	5	-1	3
51	COC(=O)CN(c1ccc2c(c1)OCO2)S(=O)(=O)c1c(C)[nH]c(=O)[nH]c1=O	-1	-3	0	1	0	0	8	-7	2
52	NC(=O)CCS(=O)(=O)CCN1CCN(S(=O)(=O)c2ccc3c(c2)CCC3)CC1	2	-4	13	1	-1	-1	·	0	-1
53	CC(C)Oc1ccc(C2CC(=O)N(c3ccc(N(C)C)cc3)C2=O)cc1 (stereo unspecified)	1	7	5	2	7	9	-6	-11	3
54	CCCCCC1CCC(C(=O)O)CC1 (stereo unspecified)	16	11	7	-3	11	-5	-10	1	-3
55	CS(=O)(=O)N1CCC(NC(=O)Cc2ccccc2)CC1	7	0	-2	-3	-4	2	7	3	0
56	COc1cc(C(=O)NCCOc2ccc(C)c(C)c2)cc(OC)c1OC	-4	-20	25	-4	6	-2	-15	7	0
57	Cc1nc(C)c(C(=O)OCC(=O)Nc2cccc(C)c2C)s1	1	17	6	-2	2	2	·	66*	15
58	CCC(C)NC(=O)C1CCC(=O)N(c2ccc3c(c2)OCO3)C1c1ccc(OC)cc1 (stereo unspecified)	0	19	0	0	4	-3	10	1	10
59	O=C(CCNC(=O)c1ccc([N+](=O)[O-])cc1)Nc1ccc(F)cc1F	1	-13	9	-1	8	-4	7	1	-4
60	O=c1cc(CN2CCc3ccccc3C2)nc2sccn12	-9	5	1	1	-4	0	-4	-6	-2

In the list so far, 2 have bromine:
No.	compound	PAFAH1B2 FP inh	ZTA DNA inh	PREPL inhibitor	LYPLA1 inh	PAFAH1B3 inh	LYPLA2 counter	EBNA-1 inh	PAFAH2 inh	pPAFAH FP inh
5	CC(=O)N1CCc2cc(Br)cc(S(=O)(=O)N3CCCCCC3)c21	2	-13	5	0	10	4	3	18	3
8	O=C(CCNS(=O)(=O)c1ccc(Br)cc1)NCc1ccco1	10	5	6	4	-1	3	-4	2	1

Remaining list, next part.
No.	compound	PAFAH1B2 FP inh	ZTA DNA inh	PREPL inhibitor	LYPLA1 inh	PAFAH1B3 inh	LYPLA2 counter	EBNA-1 inh	PAFAH2 inh	pPAFAH FP inh
61	COc1ccccc1CNS(=O)(=O)c1c(C)nc2sccn2c1=O	0	8	-8	-1	5	-9	22	1	1
62	O=C(C[C@@H]1C/C=C\C[C@@H](Cc2ccc(F)cc2)C(=O)OCCNC1=O)N[C@H](CO)Cc1ccccc1	27*	·	20	·	7	·	·	9	3
63	O=C(Oc1ccccc1C(=O)Nc1ccccc1)c1ccc(Br)c([N+](=O)[O-])c1	6	2	12	0	-2	9	-4	-1	-4
64	ClCc1nnc(-c2ccccc2)o1	6	9	-1	0	5	0	4	-1	0
65	CCCCCC(=O)NC(=S)Nc1ccc2oc(=O)ccc2c1	1	20	2	1	-7	8	-1	-48	3
66	O=C(COC(=O)c1cccc(S(=O)(=O)N2CCOCC2)c1)NCc1ccccc1	4	·	0	·	8	·	·	26	4
67	O=C(O)c1ccc(N/N=C/c2cccc(C(F)(F)F)c2)cc1	9	4	-9	2	7	4	-6	9	10
68	CCc1cccc(Nc2cc(C)nc3nc(C)nn23)c1	16	9	-5	0	-3	-8	6	7	-2
69	O=C(CCCc1nc2ccccc2s1)Nc1ccc(N2CCOCC2)cc1	5	-29	35	3	13	8	-3	2	-1
70	CCOc1ccc(NC(=S)NC23CN4CN(CN(C4)C2)C3)cc1	6	-6	-2	1	10	3	0	-6	5
71	O=C(Nc1ccccc1C(=O)N1CCCCC1)c1ccccc1C(F)(F)F	4	-18	1	-2	0	5	-7	4	-1
72	Cc1c(C(=O)N2CCN(Cc3ccccc3)CC2)oc2c1C(=O)CCC2	3	11	5	-4	5	2	2	-2	0
73	NS(=O)(=O)c1ccc(NC(=S)NC(=O)c2ccco2)cc1	-1	0	8	1	3	1	-2	-10	-5
74	Cc1cc(-c2nsc(=O)o2)c(S(C)(=O)=O)s1	-1	-12	5	3	-1	6	6	-1	0
75	CCOC(=O)C1CCCN(C(=O)c2sc3nc(-c4ccc(F)cc4)cn3c2C)C1 (stereo unspecified)	1	18	9	1	4	0	3	5	6

This is a subset, so the mix of outcomes need not match the whole.
